# NTMT1 inhibitor: Primary qHTS for Inhibitors of N-terminal methyltransferase 1 (NTMT1): MTaseGlo Assay; N-terminal Xaa-Pro-Lys N-methyltransferase 1 (Homo sapiens), Q9BV86; NTMT1 MTase-Glo SAH luminescence, purified enzyme; Potency, µM (series often up to 114 µM), without a hit: at the top dose activity change, negative = inhibition, usual class: inhibitors; 59,000 compounds, 2.5% hits; AID 1645870, 2021;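 also: potency is read from the fitted curve at half-maximal effect; plate controls were DMSO vehicle for no effect and no enzyme for full effect; nearly all actives have a fitted effect of over 65% in size; many of its hits are not listed in these tables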
# Target sequence (Q9BV86 whole entry, looked up): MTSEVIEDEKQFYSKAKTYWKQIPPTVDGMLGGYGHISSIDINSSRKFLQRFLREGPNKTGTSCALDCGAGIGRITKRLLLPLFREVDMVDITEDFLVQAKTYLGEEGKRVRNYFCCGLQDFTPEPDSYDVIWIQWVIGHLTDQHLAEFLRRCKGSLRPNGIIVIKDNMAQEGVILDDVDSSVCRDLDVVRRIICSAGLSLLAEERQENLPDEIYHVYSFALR
# GALK inhibitor: qHTS Assay for Inhibitors of Human Galactokinase (GALK): NCGC Sytravon Library Screen; P51570; recombinant GALK, Kinase-Glo ATP luminescence, 1 h; Potency, µM (series often up to 57.5 µM), for the others: at the top dose activity, negative = inhibition, usual class: inhibitors; 44,000 tested, under 10 active; AID 1347072, 2019;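 also: plate controls were full GALK reaction for no effect and reaction lacking GALK for full effect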
#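 5 nM GALK; 35 uM ATP; 100 uM D-galactose; 20 mM HEPES pH 8.0, 5 mM MgCl2, 60 mM NaCl, 1 mM DTT, 0.01% BSA; 1 h RT; Kinase-Glo Plus luminescence.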
# p53null 32C tox: qHTS Screen for Compounds that Selectively Target Cancer Cells with p53 Mutations: Cytotoxicity of p53 Null Cells at the Permissive Temperature; H1299-neo p53 null cells, ATP luminescence, 24 h, 32C; Potency, µM (titrated, usually from 46.1 µM), without a hit: at the highest dose activity change, negative = cytotoxicity, hits mostly cytotoxic; 55,000 compounds, 0.62% hits; AID 903, 2007;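 also: potency is read from the fitted curve at half-maximal effect; 0% = DMSO only and -100% = full killing by 100 µM tamoxifen; nearly all actives have a fitted effect of over 55% in size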
#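 ATP-content luminescence in p53-null H1299-neo cells after 24 h compound exposure (up to 46 uM) at 32C permissive temperature; 0% and 100% killing set by DMSO and 100 uM tamoxifen; Hill-equation AC50.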
# FH mod: Identification of activators of human fumarate hydratase by quantitative high-throughput screening; Fumarate hydratase, mitochondrial (Homo sapiens), P07954; FH coupled MDH/diaphorase resazurin fluorescence, 15 min; 54,000 compounds, 0.22% hits; Potency, µM (doses to about 79.9 µM), for inactives: at the top dose activity change, negative = inhibition, actives largely listed as inhibitors; also: potency is read from the fitted curve at half-maximal effect; % is scaled to controls: 0 for no effect and ±100 for the full control effect; the screen sought activators but most active calls are inhibition curves; nearly all actives have a fitted effect of over 45% in size
# p53null 39C tox: qHTS Screen for Compounds that Selectively Target Cancer Cells with p53 Mutations: Cytotoxicity of p53 Null Cells at the Nonpermissive Temperature. Potency, µM (highest dose often 46.1 µM), without a hit: top-dose activity, negative = cell killing, usual class: cytotoxic. H1299 p53-null (neo) cells, 39C, ATPlite viability, 24 h. 55,000 compounds, 0.97% hits. AID 904, 2007;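 also: potency is read from the fitted curve at half-maximal effect; 0% = DMSO only and -100% = full killing by 100 µM tamoxifen; nearly all actives have a fitted effect of over 50% in size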
#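 Following overnight plating at 37C (600 cells/well), H1299-neo or H1299-p53A138V cells are dosed up to 46 uM. Incubation lasts 24 hr at 39C before ATP detection.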
# B2AR arrestin ag: qHTS assay of beta-arrestin-biased ligands of beta2-adrenergic receptor: NCGC Sytravon Library Screen. Beta-2 adrenergic receptor (Homo sapiens), P07550. HTLA Tango cells, beta-arrestin recruitment, luciferase luminescence, 18 h. Potency, µM (doses to about 46.1 µM), inactives show at the top dose activation, most hits filed as activators. 44,000 tested, under 10 active;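 also: potency is read from the fitted curve at half-maximal effect; 0% = DMSO and full agonism = EC100 isoproterenol or metaproterenol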
# Target sequence (P07550 whole entry, looked up): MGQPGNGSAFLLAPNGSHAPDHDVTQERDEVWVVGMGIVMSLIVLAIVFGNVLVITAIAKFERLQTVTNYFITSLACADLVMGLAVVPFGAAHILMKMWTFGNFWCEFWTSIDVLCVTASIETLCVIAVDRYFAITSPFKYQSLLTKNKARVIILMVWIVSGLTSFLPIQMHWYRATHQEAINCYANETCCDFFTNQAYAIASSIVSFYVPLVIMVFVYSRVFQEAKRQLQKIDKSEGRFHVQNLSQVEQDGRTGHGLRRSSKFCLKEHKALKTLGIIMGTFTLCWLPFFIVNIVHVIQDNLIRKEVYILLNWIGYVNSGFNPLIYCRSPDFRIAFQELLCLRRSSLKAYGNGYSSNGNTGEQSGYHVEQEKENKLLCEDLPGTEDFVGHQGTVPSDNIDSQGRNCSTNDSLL
#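 Tango cells (recombinant beta2-AR, beta-arrestin, tTA-driven luciferase), 1500/well in DMEM 1% FBS, treated 18 h at 37 °C with compounds up to 46 µM; luciferin mix added, luminescence read after 15 min; %activity curves fitted and curve-classed.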
# TSG101-PTAP inh: qHTS Validation Assay for Inhibitors of HIV-1 Budding by Blocking the Interaction of PTAP/TSG101: Sytravon Library Screen; Tumor susceptibility gene 101 protein (Homo sapiens), Q99816; Fluorescence polarization, FITC-PTAP peptide/Tsg101, 20 min; Potency, µM (doses to about 115 µM), for the others: at the highest dose activity change, negative = inhibition, usual class: inhibitors; 44,000 tested, under 10 active; also: potency is read from the fitted curve at half-maximal effect; 0% is about no effect
# Target sequence (Q99816 whole entry, looked up): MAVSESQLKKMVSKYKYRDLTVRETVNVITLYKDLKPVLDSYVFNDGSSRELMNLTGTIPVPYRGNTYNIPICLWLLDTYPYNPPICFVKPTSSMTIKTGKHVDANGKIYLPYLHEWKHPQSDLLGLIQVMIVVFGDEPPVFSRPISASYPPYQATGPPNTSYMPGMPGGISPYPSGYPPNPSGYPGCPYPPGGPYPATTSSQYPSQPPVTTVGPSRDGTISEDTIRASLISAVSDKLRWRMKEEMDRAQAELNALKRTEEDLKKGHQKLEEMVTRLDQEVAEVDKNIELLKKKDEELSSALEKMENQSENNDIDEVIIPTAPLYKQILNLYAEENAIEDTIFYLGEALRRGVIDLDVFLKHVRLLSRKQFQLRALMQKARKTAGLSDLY
#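 Fluorescence polarization binding of Tsg101 binding domain (10 uM final) to FITC-labeled PTAP-motif peptide (50 nM final) in HEPES pH 7.5/NaCl/Tween 20/EDTA/TCEP buffer; 20 min at r.t. Actives by curve class, <25 µM, efficacy <60% inhibition.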
# * marks the source's active call; other numbers are inactive results; ? = inconclusive; / = not tested or not shown; [ ] = dose if it differs, or a comment. Calls follow the shape of the dose curve; as a rule, active = well fitted curve in the direction sought with a large enough effect; inconclusive = small, poorly fitted or top-dose-only effect, or another doubt; inactive = no such curve, though single readings can be large; an effect the other way counts as inactive or inconclusive. Only part of the results is shown, so the mix of outcomes need not match the whole.
SMILES,NTMT1 inhibitor,GALK inhibitor,p53null 32C tox,FH mod,p53null 39C tox,B2AR arrestin ag,TSG101-PTAP inh
Cc1ccc2nc3sc(C(=O)NCCCN(C)c4ccccc4)cc3cc2c1,1%,0%,-12%,-20%,-7%,0%,-4%
Cc1cc(C)cc(OCCSc2nc3ccc(NC(=O)c4cccs4)cc3s2)c1,4%,0%,-12%,-8%,-10%,-5%,-2%
CCOc1ccc(CCNc2ncnc3onc(-c4ccc(Cl)cc4)c23)cc1,-2%,-1%,12%,-13%,16%,-1%,-3%
Cc1ccc(S(=O)(=O)NCCc2cn3ccsc3n2)c(C)c1,26%,3%,-4%,-15%,29%,-1%,0%
CCOc1ccc(CCNC(=O)CCN2N=C(c3ccc(OC)cc3)CCC2=O)cc1OCC,8%,0%,8%,2%,11%,1%,4%
O=S(=O)(Nc1ccc2nc(-c3ccc(F)cc3)oc2c1)c1ccccc1,6%,6%,19%,?,11%,-2%,-3%
O=C(CSc1ccc2nnc(CCNS(=O)(=O)c3ccccc3)n2n1)Nc1ccccc1C(F)(F)F,8%,1%,0%,2%,4%,1%,-3%
COC(=O)c1c(NC(=O)/C=C/c2ccc(OC)cc2)sc2c1CCC2,0%,3%,2%,-1%,-7%,0%,-4%
O=C(NCCc1ccc(Cl)cc1)c1nnc(Cc2ccc(F)cc2)o1,-5%,1%,-1%,8%,-14%,-2%,0%
O=C(CSc1ccc(-c2cccs2)nn1)Nc1ccccc1C(F)(F)F,-6%,0%,-12%,-19%,7%,-1%,-2%
Cc1ccc(NC(=O)C2CC(=O)N(c3ccc(OC(C)C)cc3)C2)cc1 (configuration not stated),6%,-2%,6%,5%,14%,0%,-2%
O=C1CCCc2cc(S(=O)(=O)NCC3CCC(C(=O)NCc4ccc(F)cc4)CC3)ccc2N1 (configuration not stated),4%,-4%,-4%,2%,1%,0%,-5%
CN(C)S(=O)(=O)n1cc(/C=C(\NC(=O)c2ccccc2Cl)C(=O)NCCCn2ccnc2)c2ccccc21,-5%,6%,0%,7%,?,-4%,-1%
COc1cc2c(cc1OC)C(COc1cc(C)cc(C)c1)N(C(=O)c1ccc(S(=O)(=O)N3CCCC3)cc1)CC2 (configuration not stated),-4%,-6%,-1%,-22%,-10%,1%,0%
O=S(=O)(NCc1ccc(F)cc1)c1ccc(-c2cnc(C3CC3)o2)cc1,8%,0%,10%,-14%,?,0%,-1%
Cc1ccc(NC(=O)C2CCN(S(=O)(=O)c3cccc4nsnc34)CC2)cc1F,-3%,8%,4%,-35%,-6%,-2%,1%
Cc1cc(C)cc(OC(C)C(=O)Nc2nonc2-c2ccc(Br)cc2)c1 (configuration not stated),-2%,2%,-13%,-19%,31%[activator],1%,4%
Cc1cccc(N2C(=O)N(Cc3ccc(C(C)(C)C)cc3)c3ccccc3S2(=O)=O)c1,13%,-1%,-2%,-6%,-1%,-2%,0%
Cc1cccc(NC(=O)CSc2nc(-c3cccc(C)c3)nc3c2Cc2c(CO)cnc(C)c2O3)c1,-9%,4%,-5%,-19%,-2%,0%,0%
CCc1ccc(OCCSc2nc(-c3cccc(C)c3)nc3cc(=O)[nH]n23)cc1,7%,2%,-4%,-1%,-11%,2%,0%
CCc1ccccc1NC(=O)c1cc(S(=O)(=O)N(CC)c2ccccc2)ccc1F,-2%,2%,3%,-17%,19%,1%,2%
CC(CNC(=O)Cn1c(-c2cccs2)cc2cc(Cl)ccc21)c1ccccc1 (configuration not stated),0%,2%,0%,1%,-9%,0%,-8%
CCOc1cc(C2CC(=O)Nc3c2c(C)nn3-c2nc(C)cc(C)n2)ccc1O (configuration not stated),0%,5%,12%,-11%,7%,-2%,-4%
CCCCC(=O)OC1=CN(Cc2ccccc2)S(=O)(=O)c2ccccc21,3%,2%,-1%,?,-3%,-4%,1%
Cc1ccc(NC(=O)Cn2c(=O)n(Cc3ccco3)c(=O)c3ccc(C(=O)NC4CCCC4)cc32)c(C)c1,4%,9%,-3%,2%,-18%,1%,0%
CCCCC(=O)NCc1nc2cccnc2n1Cc1ccc(OC)cc1,9%,4%,4%,21%,2%,-1%,1%
Cc1ccc(C)c(NC(=O)C2CCN(c3cc(C)nc4c(-c5ccc(Cl)cc5)c(C)nn34)CC2)c1,20%,-1%,-4%,-6%,8%,1%,-3%
CC(=O)c1c(C)oc2ccc(N(C(=O)c3ccncc3)S(=O)(=O)c3ccc(F)cc3C)cc12,6%,1%,28%,-29%,-13%,-1%,8%
CCc1ccc(NC(=O)C(Cc2ccccc2)NS(=O)(=O)c2ccc3c(c2)c(=O)n(C)c(=O)n3C)cc1 (configuration not stated),16%,-1%,-1%,-16%,-7%,0%,1%
CCOC(=O)c1c(C)[nH]c(C)c1S(=O)(=O)NCC(=O)Nc1ccc(CC)cc1,6%,-1%,9%,-9%,-20%,1%,-4%
Cc1ccc(NC(=O)c2nc(S(C)(=O)=O)ncc2N(Cc2ccc(C(C)(C)C)cc2)Cc2ccco2)cc1C,6%,6%,0%,-18%,-15%,-3%,-7%
Cc1ccc(-n2ncc(C(=O)NCCN3CCN(C)CC3)c2C2CCN(C(=O)OC(C)(C)C)CC2)c(C)c1,-2%,3%,10%,-1%,-1%,-1%,-2%
Cc1ccc(CNC(=O)CCc2c(C)nc3c4c(C)cc(C)nc4nn3c2C)cc1,8%,1%,1%,-7%,-2%,-2%,1%
CCC1CN(C(=O)NCc2ccc(F)cc2)c2ccccc2O1 (configuration not stated),3%,?,27%,-1%,7%,1%,-3%
Cc1c(Cl)cccc1NC(=O)Nc1ccc2snnc2c1,-11%,-2%,21%,-8%,?,-4%,1%
COc1ccc(-c2nn(C)c3sc(C(=O)N4CCN(c5ccccc5F)CC4)cc23)cc1OC,-5%,?,26%,-20%,4%,-2%,-3%
CCC1=C(c2ccc(C)cc2)S(=O)(=O)N=C1N1CCC(C(=O)NCc2ccc(C)cc2)CC1,11%,-2%,12%,-14%,15%,1%,-10%
Cc1ccccc1NS(=O)(=O)c1ccc2[nH]c3c(c2c1)CCCCC3,?,0%,45%[activator],-25%,?,0%,-1%
O=c1oc2cc(O)ccc2cc1-c1nnc(Nc2ccccc2F)s1,50µM*,2%,?,-1%,?,1%,0%
COC(=O)c1ccccc1NC(=O)c1ccc2nc(Cc3ccccc3)oc2c1,4%,4%,1%,-21%,8%,0%,-4%
CC(=O)c1cccc(NC(=O)CCS(=O)(=O)c2cc3c(cc2C)NC(=O)CO3)c1,3%,1%,-7%,-4%,-9%,-1%,-1%
COc1cccc(N2C(=O)C(CC(=O)Nc3ccc(F)cc3)N(CCC3=CCCCC3)C2=O)c1 (configuration not stated),14%,-4%,4%,-22%,0%,0%,0%
CCCCN(C(=O)c1cccc(S(=O)(=O)N2CCCCC2)c1)C1CCS(=O)(=O)C1 (configuration not stated),-2%,2%,4%,6%,10%,1%,3%
COc1ccc(NC(=O)c2cc3c(=O)n(Cc4ccco4)ccc3nc2C)c(OC)c1,/,-3%,-8%,/,-14%,0%,-12%
Cc1cccc(-n2c(=O)c3c(c4cc(C)ccc4n3C)n(CC(=O)NCCC3=CCCCC3)c2=O)c1,12%,3%,-2%,?,-14%,1%,2%
CNC(=O)c1c(NC(=O)/C=C/c2ccccc2)sc2c1CCC2,-6%,0%,-17%,-15%,?,0%,3%
Cc1cccc(N2C(=O)C(CC(=O)Nc3ccc(Cl)cc3)N(Cc3ccco3)C2=O)c1 (configuration not stated),/,3%,-4%,/,-14%,-1%,-2%
COc1cccc(CN2C(=O)N(c3ccc(C)cc3)C(=O)C2CC(=O)Nc2cc(OC)cc(OC)c2)c1 (configuration not stated),/,0%,3%,/,2%,2%,-3%
CC(C)CC(=O)NCc1nc2cccnc2n1Cc1ccccc1,21%,0%,0%,-19%,20%,-1%,-2%
CCCCOc1ccc(C(=O)Nc2ccc3c(c2)CCCN3S(=O)(=O)c2ccc(C)cc2)cc1,13%,-4%,3%,-7%,-14%,0%,0%

# The list goes on.
SMILES,NTMT1 inhibitor,GALK inhibitor,p53null 32C tox,FH mod,p53null 39C tox,B2AR arrestin ag,TSG101-PTAP inh
CC(=O)c1cccc(NC(=O)C2CCN(S(=O)(=O)c3ccc4[nH]c(=O)ccc4c3)CC2)c1,?,-2%,0%,1%,12%,-1%,-3%
O=S(=O)(c1ccccc1)c1nc(-c2ccc(Cl)cc2Cl)oc1N1CCCCC1,2%,1%,3%,-8%,3%,-2%,0%
Cn1nc(C(=O)NCc2cccc(Cl)c2)c2c1-c1ccccc1SC2,-1%,?,2%,-17%,-4%,-1%,-9%
O=C(Cn1cnc2c(nc3n2CCCCC3)c1=O)Nc1cccc(C(F)(F)F)c1,6%,2%,-2%,-30%,2%,0%,-3%
COc1cc(-c2cc3n(C)c(C)c(CCC(=O)O)c(=O)n3n2)cc(OC)c1OC,-5%,0%,8%,-7%,30%,0%,-11%
Cc1ccc(NC(=O)C(=O)NCC(c2cccnc2)N2CCOCC2)cc1 (configuration not stated),-1%,0%,6%,-4%,-26%,0%,0%
COc1ccc(-n2cc(C(=O)N(CCN(C)C)Cc3ccccc3)c3ccccc3c2=O)cc1,9%,0%,-1%,4%,201%[activator],0%,-1%
O=C1CC(c2ccc(F)cc2F)c2cc3c(cc2N1)OCO3 (configuration not stated),-1%,1%,-2%,6%,-13%,1%,3%
O=C(NCc1ccccc1Cl)c1cc(-c2ccccc2)n[nH]1,-15%,3%,-5%,-18%,-14%,1%,0%
COC(=O)c1ccc(NC(=O)CSc2ccc(-c3sc(-c4ccccc4)nc3C)nn2)cc1,8%,-1%,-2%,?,-10%,-1%,-3%

# Single entries from the list:
# COc1ccc(-n2cc(C(=O)N(CCN(C)C)Cc3ccccc3)c3ccccc3c2=O)cc1 in p53null 32C tox shows -1%
# O=C(Cn1cnc2c(nc3n2CCCCC3)c1=O)Nc1cccc(C(F)(F)F)c1 in p53null 32C tox shows -2%
# Cc1ccc(S(=O)(=O)NCCc2cn3ccsc3n2)c(C)c1 in NTMT1 inhibitor shows 26%

# Bioassay records from PubChem BioAssay.
